Screening results from PubChem.
SW480 rerep – induces DNA re-replication in SW480 colon adenocarcinoma cells; SW480 DNA re-replication, Hoechst DNA content imaging, 48 h; Potency, µM (top dose mostly 46.1 µM), for the others: at the top dose re-replication activation, most hits filed as activators; hit rate 1.8% among 340,000; also: potency is read from the fitted curve at half-maximal effect; % of control where 0% means no effect; nearly all actives have a fitted effect of over 55% in size
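Compounds, transferred as 23 nL by pin tool, were incubated with cells for 48 hr; DNA content per nucleus was then quantified by Hoechst staining and fluorescence plate imaging.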
ATXN viability – cell viability loss in ATXN counter-screen. S2 cells (HEK-293 line with an ATXN2-luciferase reporter) viability, CellTiter-Fluor protease fluorescence, 24 h. Potency, µM (highest dose often 56.7 µM), actives largely listed as cytotoxic. hit rate 0.49% among 400,000. AID 651635; also: potency is read from the fitted curve at half-maximal effect; nearly all actives have a fitted effect of over 40% in size
HT1080-NT tox – kills 2HG-producing HT-1080-NT fibrosarcoma cells; HT-1080-NT fibrosarcoma viability, CellTiter-Glo ATP luminescence, 48 h; Potency, µM (series often up to 46.1 µM), without a hit: at the highest dose activity, negative = less viability, hits mostly cytotoxic; hit rate 1.6% among 360,000; AID 686970;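 also: NT is the 2HG producing partner of a matched IDH1 knockdown line; potency is read from the fitted curve at half-maximal effect; 0% = DMSO-treated cells and -100% = media-only wells without cells; nearly all actives have a fitted effect of over 55% in size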
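Fibrosarcoma NT cells, 750 per well in 5% FBS RPMI, were exposed to compound for 48 hours. Viability: CellTiter-Glo luminescence.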
KB-V1 MDR tox – kills drug-selected multidrug resistant KB-V1 cells. KB-V1 MDR cells viability, CellTiter-Glo, 72 h. AID 1347076. hit rate 3.4% among 400,000. Potency, µM (series often up to 46.1 µM), for inactives: top-dose activity change, negative = cytotoxicity, hits mostly cytotoxic; also: potency is read from the fitted curve at half-maximal effect; % is scaled to controls: 0 for no effect and ±100 for the full control effect; nearly all actives have a fitted effect of over 60% in size
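Compound-treated KB-V1 multidrug-resistant cells, 72 h, 37 degrees C; viability by CellTiter-Glo. Fitted qHTS curves give the values.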
IL-1B inflam inh – inhibitors of inflammasome signaling (IL-1 beta secretion). THP-1 LPS/ATP IL-1B secretion, AlphaLISA, 16 h; hits give low values. activity change, % at 57.5 µM. hit rate 4.7% among 360,000; in the data active = activity change below about -50%; inconclusive = mostly about -30% to -49%; also: % is scaled to controls: 0 for no effect and ±100 for the full control effect
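THP-1 cells pretreated 1 hr with compounds (up to 57.5 uM final), then stimulated with LPS (250 ng/mL final) plus ATP (1.25 mM final); secreted IL-1B measured by AlphaLISA after 16 hr, decreased signal indicating inhibition.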
ATXN2 expr inh – reduces ATXN2 reporter expression in HEK-293 cells; HEK-293 ATXN2-luciferase reporter, luminescence, 24 h; Potency, µM (doses to about 57 µM), for inactives: at the highest dose activity change, negative = inhibition, most hits filed as inhibitors; hit rate 0.72% among 360,000; also: potency is read from the fitted curve at half-maximal effect; % is scaled to controls: 0 for no effect and ±100 for the full control effect; nearly all actives have a fitted effect of over 55% in size
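ATXN2-luciferase reporter cells (luciferase flanked by upstream and downstream ATXN2 gene portions) were treated 24 h at 37 °C with compounds at up to 57 uM. SteadyGlo luminescence gave expression; GF-AFC fluorescence gave viability.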
MCF10A rereplic – induces DNA re-replication in MCF 10a normal breast cells; MCF 10A DNA re-replication, Hoechst nuclear intensity, 48 h; Potency, µM (top dose mostly 46.1 µM), inactives show top-dose activity, positive = re-replication, most hits filed as activators; hit rate 2.9% among 350,000; AID 624296; also: potency is read from the fitted curve at half-maximal effect; % of control where 0% means no effect; nearly all actives have a fitted effect of over 50% in size
HT1080 IDH1KD tx – HT-1080 IDH1 knockdown cell toxicity (counter line); HT-1080 IDH1 knockdown viability, ATP luminescence, 48 h; Potency, µM (series often up to 46.1 µM), inactives show top-dose activity, negative = toxicity, hits mostly cytotoxic; hit rate 2% among 360,000;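 also: potency is read from the fitted curve at half-maximal effect; 0% = DMSO wells and -100% = cell-free medium wells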
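CellTiter-Glo luminescence after 48 h compound exposure at 37 degrees C of IDH1-knockdown HT-1080 cells in 5% FBS RPMI. %Activity scaled between DMSO wells and cell-free media wells, with curves fitted and assigned curve classes.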
KB-3-1 cytotox – KB-3-1 parental cell cytotoxicity. KB-3-1 viability, CellTiter-Glo ATP luminescence, 72 h. Potency, µM (top dose mostly 46.1 µM), for inactives: top-dose activity change, negative = cytotoxic, most hits filed as cytotoxic. hit rate 1.4% among 400,000. AID 1347075; also: potency is read from the fitted curve at half-maximal effect; % is scaled to controls: 0 for no effect and ±100 for the full control effect; nearly all actives have a fitted effect of over 60% in size
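Luminescent ATP read-out (CellTiter-Glo) measures survival of drug-naive KB-3-1 cells after 72 h compound exposure at 37 °C. Titration series was screened from lowest to highest concentration, with DMSO vehicle plates as background controls.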
Starred values were filed as active, the others as inactive; i = inactive; u = inconclusive; x = not tested or not shown; [ ] = another dose, or the depositor's remark. Unless noted, calls follow the shape of the dose curve; as a rule, active = well fitted curve in the direction sought with a large enough effect; inconclusive = small, poorly fitted or top-dose-only effect, or another doubt; inactive = no such curve, though single readings can be large; an effect the other way counts as inactive or inconclusive. Rows are unselected. Share with any hit: about 11%.

canonical_smiles	SW480 rerep	ATXN viability	HT1080-NT tox	KB-V1 MDR tox	IL-1B inflam inh	ATXN2 expr inh	MCF10A rereplic	HT1080 IDH1KD tx	KB-3-1 cytotox
Cc1cc(C)c(S(=O)(=O)N2CCN(c3ccccc3)CC2)c(C)c1	1%	i	8%	0%	0	-35%	-3%	-5%	-18%
Cc1cccc(-n2ncc3c(N)ncnc32)c1	1%	i	-2%	8.2µM*	1	28%	-2%	-7%	u
O=C(CSc1nc2c([nH]c3ccccc32)c(=O)n1-c1cccc(C(F)(F)F)c1)N1CCCC1	x	i	x	u	x	-8%	x	x	21%
C=CCNc1nc(C(=O)OCC(=O)N(Cc2ccccc2)C(C)C)cs1	-2%	i	19%	-2%	-3	12%	20%	6%	0%
Cc1cc(C)c2nc(/N=C(\N)NC(=O)c3ccccc3)nc(C)c2c1	-6%	i	-8%	-15%	-27	-25%	20%	-8%	-13%
O=C(/C=C/c1ccccc1Cl)NNC(=O)c1ccncc1	u	i	0%	16%	-2	3%	6%	-2%	11%
Cc1cc2[nH]c(=O)c(=O)[nH]c2cc1S(=O)(=O)Nc1ccc(OC(F)(F)F)cc1	x	i	x	30%	x	15%	x	x	3%
CC1(C)CC(=O)C/C(=N/NC(=O)C2CCN(S(=O)(=O)c3cccs3)CC2)C1	u	i	-2%	-3%	-24	2%	3%	-5%	-4%
CCc1nn2c(=O)c(S(=O)(=O)Nc3ccccc3)c(C)nc2s1	0%	i	15%	u	-5	-14%	1%	11%	8%
Cc1c(NC(=O)C(C)(C)Oc2ccc(Cl)cc2)cccc1-c1nc2ccccc2o1	x	i	x	0%	x	-25%	x	x	-23%
COC(CN(C)C(=O)C1CCC(CNS(=O)(=O)c2ccccc2)CC1)OC (stereo not drawn)	-3%	i	-3%	19%	14	x	14%	1%	-23%
O=C(Cc1ccc(-c2ccccc2)cc1)NCc1ccccc1	1.3µM*	i	u	0.29µM*	4	5%	0.12µM*	u	0.082µM*
Cc1ccc(Cl)cc1N1CCN(C(=O)c2nn(C)c3c2CS(=O)(=O)c2ccccc2-3)CC1	x	u	x	u	x	-29%	x	x	-22%
CC(=O)N[C@H]1[C@H]([C@H](O)[C@H](O)CO)OC(C(=O)O)=C[C@@H]1O	-4%	i	-22%	15%	2	2%	3%	2%	0%
CN(C)c1ccc(/C=N/n2c(COc3ccccc3)n[nH]c2=S)cc1	-6%	i	-3%	u	23	-3%	9%	0%	19%
O=C(Nc1ccc([N+](=O)[O-])cc1)Nc1ccon1	u	i	1.2µM*	6.5µM*	0	-12%	5.8µM*	0.73µM*	0.58µM*
COc1ccccc1C(=O)NCCC(=O)N1CCN(c2ccccc2Cl)CC1	u	i	2%	u	-29	-8%	2%	-3%	2%
CCOc1ccc(N2C(=O)Nc3ccccc3C2(O)C(=O)NCc2ccco2)cc1 (stereo not drawn)	1%	i	3%	-12%	1	-1%	-1%	16%	0%
Cc1nnc2ccc(-c3cccc(NC(=O)Cc4cccs4)c3)nn12	-5%	i	-2%	u	u	x	17%	0%	0%
C/C(=N\NC(=O)c1cccc(S(=O)(=O)N2CCOCC2)c1)c1ccc(C)cc1	0%	i	0%	-8%	4	-1%	-9%	-1%	-6%
O=C1c2ccccc2C(=O)N1CCCP(=O)(O)CCc1ccccc1	-4%	i	12%	-1%	8	6%	-4%	13%	-5%
O=C(Nc1ccncc1)C1(c2ccccc2)CCCC1	u	i	-4%	u	14	-6%	15%	-15%	10%
COc1cc(OC)cc(C(C(=O)NC2CCCCC2)N(C(=O)c2ccno2)c2ccccc2)c1 (stereo not drawn)	4%	i	12%	9%	9	-14%	3%	13%	2%
Cc1ccc(C)c(N2CCN(C(=O)CN(C)S(=O)(=O)c3ccc4c(c3)CCC(=O)N4)CC2)c1	-8%	i	0%	-13%	-8	-20%	8%	-6%	-1%
Cc1cc(/C=C2/NC(=O)NC2=O)c(C)n1-c1ccc(N2CCOCC2)cc1	2%	i	10%	2%	0	-8%	12%	26%	u
COc1cc(C=O)ccc1OCCCOc1ccccc1[N+](=O)[O-]	-1%	i	-11%	-8%	-3	51%[activator]	9%	0%	11%
COCc1ccc(C(=O)N2CCCC(Nc3ccc4c(c3)OCCO4)C2)o1 (stereo not drawn)	-1%	i	1%	x	-3	7%	-3%	9%	x
Cc1ccc(NC2CCCN(C(=O)c3ccc4nccnc4c3)C2)cc1C (stereo not drawn)	-6%	u	5%	-24%	i	-3%	-2%	-3%	0%
CC(CC(=O)O)CC(=O)Nc1ccc(Br)cc1 (stereo not drawn)	-4%	u	5%	15%	2	-8%	-22%	17%	-1%
CCCCCOc1ccc(C(=O)OCC(=O)Nc2cc(C)c(C)cc2[N+](=O)[O-])cc1	-11%	i	-1%	-1%	11	5%[11.3 µM]	6%	-4%	0%
C#CCOc1ccccc1C(N)=O	-12%	i	20%	24%	16	-14%	1%	6%	25%
CN(c1ccccc1C(=O)NC1CCCCC1)S(=O)(=O)c1ccccc1	2%	i	2%	0%	24	2%[11.3 µM]	-3%	-7%	-3%
CSCCC(NC(=O)c1cc(C)oc1C)C(=O)O (stereo not drawn)	-20%	x	-4%	2%	-7	x	0%	1%	7%
Fc1ccc(NC(=S)Nc2ccccc2OC(F)F)cc1Cl	x	u	u	16µM*	u	-20%	u	u	u
COc1ccc(OC)c(NC(=O)CN2C(=O)CC(c3ccco3)Sc3ccccc32)c1 (stereo not drawn)	x	i	x	u	x	-15%	x	x	-25%
CCOC(=O)C1=C[C@@H](C(C)(C)C)N(S(=O)(=O)c2ccc(C)cc2)[C@H]1c1ccc(Cl)c(Cl)c1	x	i	15µM*	u	25	-14%	x	15µM*	-13%
COc1ccc(N2C(=O)CCC(C(=O)NCCN3CCOCC3)C2c2ccc(OC)c(OC)c2)cc1 (stereo not drawn)	-8%	i	9%	0%	-9	2%	-15%	9%	-9%
O=C(O)c1ccc(-c2ccc(/C=c3/sc4nc5ccccc5n4c3=O)o2)cc1Cl	-6%	i	14%	-10%	12	7%	2%	9%	2%
COc1cccc(CNc2ncc(Br)cc2Br)c1O	5%	i	-21%	u	u	32%	u	-15%	-14%
CCC(C)N1C(=O)CCC1C(=O)NCc1ccc2c(c1)OCO2 (stereo not drawn)	-3%	i	12%	-8%	3	-6%	-19%	7%	-3%
O=C(O)c1cc2ccccc2c(N=Nc2cccnc2)c1O	9%	u	-19%	u	-9	-34%	u	-1%	u
O=S1(=O)CCOC[C@H](Cc2ccccc2)N1Cc1ccccc1F	-3%	i	10%	9%	-16	2%	-9%	10%	-4%
Cc1ccc(C(=O)N2CCN(Cc3ccc4c(c3)OCO4)CC2)cc1C	-11%	i	1%	2%	u	-23%	-3%	2%	-10%
CCN(CC(=O)Nc1cc(Cl)ccc1C)C(=O)c1cc([N+](=O)[O-])ccc1N1CCOCC1	2%	u	-4%	u	0	-2%	-1%	-7%	15%
Cc1ccc(C)c(S(=O)(=O)N2CCN(C(=O)c3cncc(Br)c3)CC2)c1	-4%	i	7%	-31%	-3	-14%	6%	-4%	-2%
COc1ccc(C2CCCN2C(=S)Nc2ccc(C)cc2Cl)cc1OC (stereo not drawn)	12%	i	-28%	-21%	-20	1%	18%	-7%	0%
S=C(NCCCN1CCOCC1)N1CCOCC1	u	i	13%	14%	-18	-26%	0%	0%	-4%
O=[N+]([O-])c1ccc(Oc2ccc(C(F)(F)F)cn2)cc1	-11%	i	15%	5%	-30	-28%	0%	22%	-6%
CC(C)CNc1ncnc2c1ncn2[C@H]1CN(Cc2ccc(Cl)cc2)C[C@@H](CO)O1	x	u	-19%	-21%	-10	-19%	x	-8%	0%
O=[N+]([O-])c1ccc(N2CCCC2)cc1NC1CC1	9%	i	-2%	21µM*	-3	3%	u	-2%	-19%

The list goes on.
canonical_smiles	SW480 rerep	ATXN viability	HT1080-NT tox	KB-V1 MDR tox	IL-1B inflam inh	ATXN2 expr inh	MCF10A rereplic	HT1080 IDH1KD tx	KB-3-1 cytotox
O=C1c2ccccc2C(=O)N1Nc1ccc([N+](=O)[O-])cc1[N+](=O)[O-]	1%	i	-6%	9%	-9	-5%	1%	-1%	-7%
Cc1csc(N2CCN(c3cc4c(cc3Cl)nc(-c3ccncc3)n4CCCN3CCCC3)CC2)n1	u	x	-18%	u	u	-23%	u	-12%	3%
c1ccc(-c2cn3nc(-c4ccccc4)sc3n2)cc1	-2%	i	0%	-6%	-4	2%	4%	7%	-9%
Cc1cc2cc(CNC(=S)NCc3ccccc3)ccc2n1C	-3%	i	u	-1%	-11	-10%	13%	-14%	9%
Cc1cccc(/C=N/c2sc3c(c2C#N)CCN(Cc2ccccc2)C3)c1O	-2%	x	1%	9%	29	35%	7%	6%	7%
COc1cccc(CNC(=O)CN2C(=O)CCn3nc(-c4cn(C)c5ccccc45)cc32)c1OC	x	i	x	24%	x	0%	x	x	-2%
